# TRPV1 agonist – HTS Assay for Compounds that Act as Agonists of the Vanilloid Receptor 1 | Transient receptor potential cation channel subfamily V member 1 (Homo sapiens), Q8NER1 | TRPV1-expressing cells, Fluo-8 calcium influx, agonist mode | activation, % at 8.33 µM | 320,000 tested, 0.19% active | AID 540275, 2011; in the data active = activation above about 80%; inconclusive = between about 30% and that limit; note: 0% is about no effect
# Target sequence (Q8NER1 whole entry, looked up): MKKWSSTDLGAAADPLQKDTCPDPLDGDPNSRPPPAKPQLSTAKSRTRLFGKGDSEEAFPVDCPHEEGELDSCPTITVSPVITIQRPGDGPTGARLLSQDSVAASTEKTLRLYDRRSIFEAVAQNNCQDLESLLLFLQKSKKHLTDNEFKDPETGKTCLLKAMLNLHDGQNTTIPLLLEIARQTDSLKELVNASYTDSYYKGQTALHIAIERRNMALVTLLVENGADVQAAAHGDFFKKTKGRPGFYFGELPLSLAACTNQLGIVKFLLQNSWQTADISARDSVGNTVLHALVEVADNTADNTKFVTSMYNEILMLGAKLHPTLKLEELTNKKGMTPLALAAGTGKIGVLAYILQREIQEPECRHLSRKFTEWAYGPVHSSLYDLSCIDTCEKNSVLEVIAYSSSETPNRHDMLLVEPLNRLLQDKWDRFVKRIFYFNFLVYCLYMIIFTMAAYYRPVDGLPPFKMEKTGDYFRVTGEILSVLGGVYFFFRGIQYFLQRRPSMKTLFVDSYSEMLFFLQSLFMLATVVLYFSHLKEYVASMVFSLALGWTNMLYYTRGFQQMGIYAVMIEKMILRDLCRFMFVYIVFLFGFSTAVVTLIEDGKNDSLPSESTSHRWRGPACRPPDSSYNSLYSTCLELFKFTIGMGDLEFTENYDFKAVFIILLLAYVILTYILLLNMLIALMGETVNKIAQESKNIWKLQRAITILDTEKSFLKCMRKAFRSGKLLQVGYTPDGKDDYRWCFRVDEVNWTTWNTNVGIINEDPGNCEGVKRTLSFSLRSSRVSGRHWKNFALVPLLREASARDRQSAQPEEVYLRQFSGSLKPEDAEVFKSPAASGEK
#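 Fluo-8 calcium influx in TRPV1-expressing cells, kinetic read (ex 480/em 520 nm). Compound added and read 3 min for agonist activity, followed by capsaicin at EC20 final and 2 min further read for enhancement.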
# BRCA1 expr up – qHTS Assay to Identify Small Molecule Activators of BRCA1 Expression; AID 624202, 2012; MCF7-BRCA1-FFLuc reporter, luminescence, 48 h; response scale: scaled: vehicle 0%, 10 µM genistein 100%; 380,000 tested, 1.1% active; Potency, µM (top dose mostly 46.1 µM), inactives show top-dose activation, actives largely listed as activators; note: potency is the fitted concentration of half-maximal effect; nearly all actives have a fitted effect of over 80% in size; some results filed as inactive show a strong effect at the top dose
#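 MCF7-BRCA1-FFLuc, 2000 cells/well; 2 h attach, 37 °C/5% CO2; compound 48 h; luciferase substrate 15 min; luminescence end-point. Norm. to genistein 10 microM max activation and DMSO; concentration-response curves fitted.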
# a7 integrin act – qHTS for Activators of Integrin-Mediated Alleviation for Muscular Dystrophy. AID 624291, 2012. Potency, µM (highest dose often 38.3 µM), without a hit: at the highest dose activation, usual class: activators. alpha7betagal myoblasts, beta-gal FDG fluorescence, 48 h. 350,000 tested, 0.064% active;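 note: potency is the fitted concentration of half-maximal effect; 100% = response of the positive control SU9516; nearly all actives have a fitted effect of over 60% in size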
#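 alpha7betagal+/- myoblasts (passage 13, 250/well) treated 48 h at 37C with compounds at 1:260 dilution of DMSO stock. Lysed, then beta-galactosidase activity read as FDG fluorescence (ex 480/em 540) after 30 min, with pre-read for autofluorescence.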
# p53 reactivator – qHTS assay for re-activators of p53 using a Luc reporter. H1299 p53-A138V BP100-luciferase reporter, luminescence, 24 h. Potency, µM (series often up to 92.2 µM), for inactives: top-dose activity change, positive = activation, most hits filed as activators. 320,000 tested, 0.063% active; note: potency is the fitted concentration of half-maximal effect; % of control where 0% means no effect; nearly all actives have a fitted effect of over 45% in size
#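 p53-null H1299 cells stably carrying temperature-sensitive p53-A138V and a BP100-luciferase reporter were pinned with compounds (4-point, 1:5 series) and held 24 hrs at 37 deg C. Luminescence was read 10 min after detection reagent.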
# A-T KAP1 phos – qHTS Assay for Identifying a Potential Treatment of Ataxia-Telangiectasia. […] A-T fibroblasts, KAP-1 phosphorylation AlphaLISA; neocarzinostatin DNA damage 30 min before lysis. 320,000 tested, 0.19% active. Potency, µM (titrated, usually from 57.5 µM), for inactives: top-dose activation, most hits filed as activators; note: potency is the fitted concentration of half-maximal effect; % of control where 0% means no effect; nearly all actives have a fitted effect of over 45% in size
#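 hTERT-immortalized A-T patient fibroblasts ([…]), 500 cells/well in OPTI-MEM, 1% FBS, got compounds for 60 min, then NCS for 30 min at 37C. Lysates were then assayed for phospho-KAP-1 by AlphaLISA (anti-pKAP1 donor, anti-KAP1 acceptor beads), 6 hr at 25C.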
# B2AR arrestin – qHTS assay of beta-arrestin-biased ligands of beta2-adrenergic receptor; beta-arrestin recruitment to beta2AR, cell-based reporter; Potency, µM (series often up to 46.1 µM), for inactives: top-dose activation, most hits filed as activators; 330,000 tested, 0.02% active; AID 492947, 2010;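 note: potency is the fitted concentration of half-maximal effect; 0% = DMSO controls and full agonism = EC100 isoproterenol or metaproterenol; nearly all actives have a fitted effect of over 65% in size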
# TCR act – Activators of T cell receptors: qHTS campaign; primary human leukocytes, anti-CD3, IL-2 HTRF, 48 h; Potency, µM (titrated, usually from 9.22 µM), for inactives: top-dose activation of IL-2 secretion, actives largely listed as activators; 330,000 tested, under 10 active; note: % of control where 0% means no effect
#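 IL-2 produced over 48 hr by a-CD3 bead-stimulated primary human leukocytes exposed to compounds was detected with a homogeneous time-resolved FRET immunoassay, 665nm acceptor signal after 320nm excitation.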
# PTAP TSG101 blk – qHTS Assay for Iinhibitors of HIV-1 Budding by Blocking the Interaction of PTAP/TSG101; Tumor susceptibility gene 101 protein (Homo sapiens), Q99816; Fluorescence polarization, FITC-PTAP peptide / Tsg101 binding; Potency, µM (titrated, usually from 115 µM), inactives show top-dose activity change, negative = inhibition, usual class: inhibitors; 340,000 tested, under 10 active; AID 493005, 2010; active = well fitted inhibition curve with a large enough effect in the main read-out, with a control signal flat, not every such curve was filed as active; inconclusive = small, poorly fitted or top-dose-only effect, or effect the other way, or a change in a side signal; inactive = no such curve, though single readings can be large or run the other way; note: potency is the fitted concentration of half-maximal effect; % of control where 0% means no effect
#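 Fluorescence polarization binding of Tsg101 binding domain (10 uM final) to FITC-labeled PTAP peptide (50 nM final) in HEPES pH 7.5 buffer with NaCl, Tween 20, EDTA, TCEP. Compounds added before peptide; binding 20 min at RT.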
# CXXC DNA block – qHTS Fluorescence Polarization Assay for Inhibitors of MLL CXXC domain - DNA interaction. Potency, µM (highest dose often 115 µM), without a hit: top-dose activity change, negative = inhibition, usual class: inhibitors. Histone-lysine N-methyltransferase 2A (Homo sapiens), Q03164. MLL-CXXC / FITC-HOXA9 DNA fluorescence polarization. 290,000 tested, 0.037% active; active = well fitted inhibition curve with a large enough effect in the polarisation, with a control signal flat, not every such curve was filed as active; inconclusive = small, poorly fitted or top-dose-only effect, or effect the other way, or a change in a side signal; inactive = no such curve, though single readings can be large or run the other way; the % refers to the polarisation; note: potency is the fitted concentration of half-maximal effect
#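 Fluorescence polarization: 7 uM MLL-CXXC (stock) preincubated 5 min with compounds, then 50 nM fluorescein-HOX-A9 DNA (stock) added; 30 min ambient. Buffer 50 mM Tris-HCl pH 7.5, 50 mM NaCl, 1 mM DTT, 0.05% BSA.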
# ELG1 repair inh – qHTS screen for small molecules that inhibit ELG1-dependent DNA repair in human embryonic kidney (HEK293T) cells expressing luciferase-tagged ELG1. AID 504467, 2011. HEK293T ELG1-luciferase reporter, luminescence, 16 h; DNA damage induced by 5-fluorouridine. 330,000 tested, 2.3% active. Potency, µM (highest dose often 46.1 µM), inactives show at the highest dose activity change, negative = inhibition, usual class: inhibitors; note: potency is the fitted concentration of half-maximal effect; % is set by controls: 0 for no effect and ±100 for the full control effect; nearly all actives have a fitted effect of over 55% in size
#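 Reporter activity after DNA damage by 5-fluorouridine is monitored. Compound-treated cells incubate 16 hr at 37 °C, then ONE-Glo is added for 30 min before luminescence reading.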
# Numbers without * were called inactive; ? = inconclusive; nt = not tested or not shown; [ ] = another dose, or the depositor's remark. Unless noted, calls come from the whole dose curve; as a rule, active = well fitted curve in the direction sought with a large enough effect; inconclusive = small, poorly fitted or top-dose-only effect, or another doubt; inactive = no such curve, though single readings can be large; an effect the other way counts as inactive or inconclusive.
SMILES,TRPV1 agonist,BRCA1 expr up,a7 integrin act,p53 reactivator,A-T KAP1 phos,B2AR arrestin,TCR act,PTAP TSG101 blk,CXXC DNA block,ELG1 repair inh
CCn1cc(CN(C)C(=O)/C=C/c2ccc([N+](=O)[O-])cc2)c(C)n1,13,-12%,0%,-19%,-4%,-0.2%,2%[46.1 µM],-7%,-11%,-9%
COCC(=O)NC1CCN(CC(=O)Nc2ccccc2[N+](=O)[O-])CC1,2,-1%,7%,0%,6%,0.1%,-20%,-1%,-6%,1%
O=C(CCN1C(=O)c2ccccc2C1=O)NCCN1CCOCC1,2,3%,-1%,-5%,-13%,-0.3%,-3%,-3%,-1%,-3%
O=C(NCCn1cc(SCc2ccccc2F)c2ccccc21)c1c(F)cccc1F,-1,-11%,-29%,0%,15%,1.1%,-2%,-2%,8%,?
O=C(OCc1ccccc1)N1CCC2CC1c1cc(N3CCCCC3)ccc12 (stereo not given),nt,53%,-5%,nt,nt,nt,0%,0%,nt,nt
O=C(CSc1ccc2nnc(-c3ccncc3)n2n1)N1CCc2ccccc21,1,nt,nt,0%,9%,7.2%,nt,nt,0%,8%
CC1(C)CC2CC(C)(CN2C(=O)c2cc(-c3ccccc3)on2)C1 (stereo not given),29,-32%,11%,-3%,8%,-0.6%,-7%,0%,-2%,-16%
COc1ccccc1C(=O)Nc1ccc(S(=O)(=O)N2CCCC2)cc1,?,-18%,-3%,-1%,3%,3.1%,11%,-5%,-5%,?
COc1cc(C2C3=C(CCCC3=O)Nc3[nH]n(-c4ccccc4)c(=O)c32)ccc1OC(C)=O (stereo not given),-2,4%,7%,3%,-2%,-1.0%,-2%,-2%,5%,15%
OC1CCCN(CC(O)COC(c2ccccc2)c2ccccc2)C1 (stereo not given),0,-20%,-15%,1%,1%,-0.9%,-2%,-1%,-12%,1%
CCOC(=O)c1c(C)[nH]c(C(=O)COC(=O)Cn2cc(C(F)(F)F)ccc2=O)c1C,0,2%,-4%,8%,-5%,-0.1%,nt,0%,nt,12%
Cc1ccc(Nc2nc(C)c3c(n2)CC(C)CC3=O)c(C)c1 (stereo not given),nt,-1%,34%,-4%,15%,-1.9%,-1%,-1%,1%,?
Cc1ccccc1NC(=O)C12CC3CCC1(C)C3(C)CO2 (stereo not given),10,0%,-7%,2%,11%,0.3%,0%,1%,0%,-4%
CCCCCC(C)NC(=S)NC(=O)c1cc(S(=O)(=O)N2CCOCC2)ccc1C (stereo not given),2,-49%,-31%,2%,0%,0.1%,3%[46.1 µM],-2%,-8%,?
O=C(COC(=O)[C@H](Cc1ccccc1)NC(=O)c1ccco1)NC(c1ccccc1)c1ccccc1,11,-7%,-21%,0%,-2%,0.3%,-2%,-7%,12%,-8%
NS(=O)(=O)c1ccc(NC(=O)CSc2nc3c(c(=O)[nH]2)CCCC3)cc1,-3,-24%,1%,-2%,1%,0.2%,1%,-1%,6%,5%
CC(=O)OCc1cc(-c2nc3ccccc3[nH]c2=O)nn1-c1ccc(Cl)cc1,-4,-23%,14%,-3%,-3%,-0.4%,1%,-4%,4%,-2%
C/C(=N\NC(=O)c1ccccc1O)c1cccs1,-2,-44%,-26%,1%,-5%,0.1%,-1%,0%,-5%,?
COc1ccc(-c2sc3cc4c(cc3c2C#Cc2ccc(N)cc2)OCO4)cc1,nt,1%,-22%,1%,?,0.1%,4%,nt,nt,?
CCCOc1ccc2c(c1)C(=NN=C(N)N)c1cc(OCCC)ccc1-2,-2,-89%,-73%[inhibitor],-17%,-3%,0.2%,-3%,0%,19%,?
Cc1ccc(S(=O)(=O)N2CCOCC2)cc1NC(=O)COc1cccc(-n2cnnn2)c1,-1,-15%,25%,-2%,-3%,0.1%,-2%,0%,nt,-7%
CCOC(=O)N1CCC(N2Cc3cccc(C(=O)NCc4ccc(C)cc4)c3C2=O)CC1,9,22%,-8%,-1%,0%,0.3%,6%,-2%,-18%,16µM*
CCC(=O)N(Cc1cc2cc(C)c(C)cc2[nH]c1=O)C1CCCCC1,22,-17%,-29%,-5%,-5%,-0.2%,-2%,-8%,-16%,27%
COC(=O)c1ccc2nc(NC(=O)C(C)(C)C)sc2c1,6,-70%,-51%[inhibitor],15%,3%,0.0%,-3%,1%,-2%,?
COc1ccc(C2C(C(=O)O)CC(=O)N2C2CCCCC2)cc1 (stereo not given),2,-7%,-15%,3%,-1%,-0.6%,-2%,-9%,7%,13%
Cn1cnc2ncnc(Oc3ccc(Br)cc3)c21,nt,-8%,11%,nt,nt,nt,-1%,2%,nt,nt
O=C(Cc1c(Cl)cccc1Cl)OCC(=O)N1CCOCC1,nt,26%,19%,0%,-9%,3.4%,4%,-1%,nt,?
C=CC[C@@H](CC(=O)NCCO)C(=O)N[C@H](COC(=O)[C@@H](CC=C)Cc1ccc(F)cc1)Cc1c[nH]c2ccccc12,nt,-31%,0%,-10%,-21%,-0.1%,-2%,-4%,nt,-6%
CCCCc1cc(C(=O)Cc2ccccn2)c(O)cc1O,19,-68%,13%,0%,-7%,14%,-5%,0%,9%,-1%
O=c1nc(-c2ccccc2)nc(-c2ccccc2)[nH]1,-1,-27%,35%,1%,-6%,-0.5%,2%,-2%,-7%,-5%
O=C(CSCc1ccc(Cl)cc1)N1CCOCC1,8,88%,-51%[inhibitor],?,4%,-0.4%,-7%[46.1 µM],-6%,1%,?
COc1ccc(OCc2nnc(SCC(=O)Nc3cccc(Cl)c3)o2)cc1,5,6%,-33%,0%,2%,-0.5%,-4%,-5%,0%,-7%
COc1ccc(C2=[N+](C)CCn3cccc32)c(OC)c1,3,-57%,-16%,nt,0%,1.8%,0%[46.1 µM],-3%,1%,nt
O=C(NCc1ccccc1)c1cccc(Br)n1,6,31%,7%,6%,19%,-0.6%,3%,-2%,4%,?
CC(C)CC(=O)NCCNC(=O)c1cc(OCC(F)(F)F)ccc1OCC(F)(F)F,4,-31%,-11%,0%,-1%,0.2%,2%,-1%,-5%,1%
COC(=O)C1CSC(c2ccc(Cl)cc2)N1C(=O)c1ccccc1 (stereo not given),7,-1%,3%,-7%,8%,-0.1%,3%,-8%,-6%,7%
CC(C)N1C(=O)CCC1C(=O)NCc1ccco1 (stereo not given),-1,-5%,1%,6%,-2%,-0.2%,-2%,-8%,-1%,-3%
C/C(=N\Nc1nc(C)cc(-c2ccccc2)n1)c1ccc(F)cc1,20,-3%,18%,nt,1%,3.2%,-10%,-3%,13%,-6%
COc1ccc(S(=O)(=O)N(C)C[C@H]2Oc3ccc(NS(=O)(=O)c4ccc(F)cc4)cc3C(=O)N([C@H](C)CO)C[C@@H]2C)cc1,nt,32%,7%,-5%,3%,0.1%,3%,-2%,nt,?

# Complete entries, quoted from the list. Order of screens: TRPV1 agonist, BRCA1 expr up, a7 integrin act, p53 reactivator, A-T KAP1 phos, B2AR arrestin, TCR act, PTAP TSG101 blk, CXXC DNA block, ELG1 repair inh
# Results for CC(C)N1C(=O)CCC1C(=O)NCc1ccco1 (stereo not given) = -1, -5%, 1%, 6%, -2%, -0.2%, -2%, -8%, -1%, -3%
# Results for CCC(=O)N(Cc1cc2cc(C)c(C)cc2[nH]c1=O)C1CCCCC1 = 22, -17%, -29%, -5%, -5%, -0.2%, -2%, -8%, -16%, 27%
# Results for COC(=O)C1CSC(c2ccc(Cl)cc2)N1C(=O)c1ccccc1 (stereo not given) = 7, -1%, 3%, -7%, 8%, -0.1%, 3%, -8%, -6%, 7%
# Results for O=c1nc(-c2ccccc2)nc(-c2ccccc2)[nH]1 = -1, -27%, 35%, 1%, -6%, -0.5%, 2%, -2%, -7%, -5%
# Results for O=C(Cc1c(Cl)cccc1Cl)OCC(=O)N1CCOCC1 = nt, 26%, 19%, 0%, -9%, 3.4%, 4%, -1%, nt, ?

# Screening data: PubChem BioAssay, National Center for Advancing Translational Sciences (NCATS)
